Lipid storage S3 = qHTS Assay for Lipid Storage Modulators in Drosophila S3 Cells. Drosophila S3 cells, BODIPY lipid droplet fluorescence, 18-24 h; cells fed with added oleic acid. lipid storage change, negative = inhibition, % at the top dose, mostly 46.1 µM; hits show Potency in µM. 320,000 compounds, 0.64% hits; active means well fitted inhibition curve with a large enough effect in the signal ratio, with a control signal flat, not every such curve was filed as active; inconclusive means small, poorly fitted or top-dose-only effect, or effect the other way, or a change in a side signal; the % refers to the signal ratio
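Drosophila S3 cells got compounds at several concentrations plus oleic acid (400 uM solution). Laser-scanning cytometry with 488 nm excitation read lipid droplets at 500-530 nm and cells at 575-640 nm. Percent activity was relative to 20 uM Triacsin C.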
Lipid storage S3 cell count max = recorded beside Lipid storage S3, whose call it bears; cell number change, %; measured here: cell count max response;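 cells counted by Cell Tracker Red CMTPX staining in the red channel; peak over a dose series mostly up to 46.1 µM; percent activity relative to internal control wells on each plate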
* marks the source's active call; other numbers are inactive results; i = inactive; ? = inconclusive; / = not tested or not shown. On the % scale 0 is the no-effect control and ±100 the full control effect; potency means the concentration at half of the fitted maximal effect. A portion of the library. The share of hits here may be higher or lower than overall.

Lipid storage S3	Lipid storage S3 cell count max	SMILES
?	/	CCOC(=O)C1CCN(C(=O)c2cc(-c3ccncc3)nc3ccccc23)CC1
?	/	Cc1ccc(CNC(=O)CCS(=O)(=O)c2cccc3nsnc23)cc1
22%	1	C=C(C)Cn1c(C)cc(C)c(S(=O)(=O)c2ccccc2C)c1=O
27%	11	O=C(COC(=O)c1ccc(S(=O)(=O)N2CCCCCC2)cc1)NCc1ccc(Cl)cc1
?	/	CCCn1c(C(C)Nc2nc(-c3ccc(Cl)c([N+](=O)[O-])c3)cs2)nc2ccccc21 (stereo unspecified)
?	/	COC(=O)c1ccc2ncccc2c1
?	/	CCCCCCCCCn1ccc(=N)cc1
-4%	-15	CCOc1ccc(N(Cc2nnc3n2CCCCC3)C(=O)Nc2cccc(C)c2)cc1
?	/	CCc1ccc(-c2csc(NC(=O)C3CCCO3)c2C(=O)OC(C)C)cc1 (stereo unspecified)
?	/	COc1ccc(-n2c(SCC#N)nc3c(sc(=S)n3-c3ccccc3)c2=O)c(OC)c1
-3%	4	CCOC(=O)C1=C(COC(=O)Cc2ccccc2)NC(=O)NC1C (stereo unspecified)
i	21	O=C(Nc1ccc(F)cc1)C1(S(=O)(=O)c2ccc(Cl)cc2)CC1
14%	6	CN(Cc1ccccc1)C(=O)c1cc2cc(F)ccc2[nH]1
?	/	CCN(CC)CCN1C(=O)C(=O)/C(=C(/O)c2ccc(C)cc2)C1c1ccncc1 (stereo unspecified)
i	/	O=C(Cc1cc(=O)oc2cc(O)ccc12)N[C@@H](Cc1c[nH]c2ccccc12)C(=O)O
i	21	Cc1cc(Cl)ccc1OC(C)C(=O)NN1C(=O)c2ccccc2C1=O (stereo unspecified)

Quoted from the entries so far, four compounds:
Lipid storage S3	Lipid storage S3 cell count max	SMILES
?	/	CCc1ccc(-c2csc(NC(=O)C3CCCO3)c2C(=O)OC(C)C)cc1 (stereo unspecified)
?	/	COc1ccc(-n2c(SCC#N)nc3c(sc(=S)n3-c3ccccc3)c2=O)c(OC)c1
-3%	4	CCOC(=O)C1=C(COC(=O)Cc2ccccc2)NC(=O)NC1C (stereo unspecified)
i	21	O=C(Nc1ccc(F)cc1)C1(S(=O)(=O)c2ccc(Cl)cc2)CC1

Additional structures follow.
Lipid storage S3	Lipid storage S3 cell count max	SMILES
i	22	Cc1noc(C)c1COc1ccc(C(=O)NCc2ccccn2)cc1
-9%	7	CCOc1cc(Br)c(COc2ccc(C)nc2[N+](=O)[O-])cc1OCC
?	/	O=C(COC(=O)c1ccc(S(=O)(=O)N2CCCC2)cc1)Nc1ccccc1
-2%	16	CCCOc1ccc(CN(CCC#N)C(=S)NC(=O)c2ccccc2)cc1
7%	12	O=C(Nc1ccon1)c1nc[nH]c1C(=O)N1CCc2ccccc2C1
?	/	CC(=O)Nc1ccc(S(=O)(=O)NCC(=O)NNC(=O)c2csc(N3CCOCC3)n2)cc1
?	/	CCn1c(N)c(C(=O)NC)sc1=S
?	/	Cc1cc(C)c(C#N)c(SCS(=O)c2ccc(C(C)(C)C)cc2)n1 (stereo unspecified)

Structural class: the compounds so far with a Cl atom.
Lipid storage S3	Lipid storage S3 cell count max	SMILES
27%	11	O=C(COC(=O)c1ccc(S(=O)(=O)N2CCCCCC2)cc1)NCc1ccc(Cl)cc1
?	/	CCCn1c(C(C)Nc2nc(-c3ccc(Cl)c([N+](=O)[O-])c3)cs2)nc2ccccc21 (stereo unspecified)
i	21	O=C(Nc1ccc(F)cc1)C1(S(=O)(=O)c2ccc(Cl)cc2)CC1
i	21	Cc1cc(Cl)ccc1OC(C)C(=O)NN1C(=O)c2ccccc2C1=O (stereo unspecified)

(more compounds)
Lipid storage S3	Lipid storage S3 cell count max	SMILES
?	/	CC(C)Cn1c(=O)c2ccccc2c2ccccc2c1=O
0%	-7	CCCCN(CC(=O)NCCOC)C(=O)Cn1nnc2ccccc21
?	/	S=c1[nH]nc(Cc2ccccc2)n1-c1ccccc1
?	/	O=C(O)CC/C(=N\NC(=O)CNC(=O)/C=C/c1ccccc1)c1ccccc1
?	/	COc1ccc(N(CC(=O)N/N=C/c2cccs2)S(=O)(=O)c2ccc(OC)c(OC)c2)cc1
?	/	Nc1nc2ccccc2n1C(=O)c1cccs1
-2%	7	CC(=O)OC(C)C(=O)NS(=O)(=O)c1ccc(C)cc1 (stereo unspecified)
-1%	/	COc1ccc(CNC(=O)CN=C2NC(=O)C(c3ccccc3)(c3ccccc3)N2)cc1
1%	-10	O=C(NCc1ccccc1)C(=O)NCC1OCCN1S(=O)(=O)c1ccc(Br)cc1 (stereo unspecified)
?	/	C=CCNC(=O)COCc1cc(-c2ccc3c(c2)OCO3)on1
?	/	CCC1(O)CC(C(=O)OC)=NN1C(=O)c1ccccc1 (stereo unspecified)
?	/	O=C(c1ccccc1NS(=O)(=O)c1ccc(Br)cc1)N1CCOCC1
?	/	CSc1ccc(C(=S)N2CCN(C(c3ccccc3)c3ccccc3)CC2)cc1
3%	4	CC(=O)c1nnn(-c2ccc([N+](=O)[O-])cc2)c1C
?	/	CCOC(=O)CCS(=O)(=O)c1nc(-c2ccccc2)cc(C(F)(F)F)n1
i	/	CCOC(=O)C1=C(c2ccccc2)N=C2SCC(=O)N2C1c1cccc(OC)c1 (stereo unspecified)
?	/	O=C(NNc1ccc(C(F)(F)F)cc1[N+](=O)[O-])c1ccc(NS(=O)(=O)c2ccc(F)cc2)cc1
-11%	-2	CCCCn1nc2cc(C(=O)NCc3ccccc3)ccc2c1OCC
?	/	Cc1ccc(-c2csc3nnc(SCC(=O)NCc4ccc5c(c4)OCO5)n23)cc1
?	/	CC(C)CCn1nnnc1C(c1ccccc1F)N1CCC(C(N)=O)CC1 (stereo unspecified)
0%	10	Cc1cc(C)nc(NC(=O)c2ccc3c(c2)OCO3)c1
?	/	Cc1ccc(C)c(NC(=O)CN(C)C(=O)c2ccncc2)c1
?	/	COc1cc2c(cc1OC)C1=NC(=O)CN1C(SCc1ccc(C)cc1)=N2
9%	1	O=C1CCCN1c1ccc(S(=O)(=O)Oc2cccc(Cl)c2)cc1[N+](=O)[O-]
6%	19	O=c1oc2ccccc2n1Cc1cccc(F)c1
i	-7	O=C(CCN1CCOCC1)NNC(=O)Nc1cccc(C(F)(F)F)c1
i	-26	COc1cc(/C=N\NC(=O)C(C)(C)O)ccc1OC/C=C/c1ccccc1
?	/	CCOc1ccc(NC(=O)CSc2nnc(-c3cc(C)[nH]n3)n2N)cc1
?	/	C=CCn1c(=O)c(C(=O)Nc2ccc(C)cc2)c(O)c2ccccc21
?	/	COc1ccc(N2CCN(C(=O)Nc3ccc(S(=O)(=O)N(C)C)cc3)CC2)cc1
-17%	-22	Cc1ccc(/C=N/Nc2cccc3cccnc23)c(O)c1
?	/	N#CCCN(Cc1ccccc1)C(=S)NC(=O)c1ccccc1
?	/	Cc1ccc(C)c(N(CC(=O)NC2CCCC2)C(=O)CCC(=O)Nc2cc(C)on2)c1
-4%	-9	CC(C)c1ccc2c(c1)C(c1cccs1)=NNC(c1ccncc1)=N2
?	/	C=C(C)CN(CC)C(=O)COc1ccc(S(=O)(=O)Nc2ccc(OC)cc2)cc1
15%	-22	COc1cccc(NC(=O)CCCn2nc(C)c3c(C)n(-c4ccccc4)nc3c2=O)c1
?	/	C=CCN=C1NN=C(c2cc(C)n(CCOC)c2C)CS1
?	/	CC(OCC(O)CN(C)CCOc1ccccc1)c1ccc(Cl)cc1 (stereo unspecified)
1%	4	O=C(O)CCCN=CC1=C(O)C(C(=O)c2ccccc2)CCC1=O (stereo unspecified)
4%	5	CCOC(=O)C1CCN(C(=O)c2ccc(Oc3cc(Cl)cc(Cl)c3)o2)CC1
?	/	Cc1ccc(NC(=O)Cn2c([N+](=O)[O-])cnc2C)cc1Cl
22%	-2	O=C(c1cc2c(ccc3ccccc32)o1)N1CCCCC1
1%	2	O=C(COC(=O)Cc1ccsc1)Nc1ccc(S(=O)(=O)N2CCOCC2)cc1
3%	9	COc1ccc(NC(=O)C2CCCN(S(C)(=O)=O)C2)cc1Cl (stereo unspecified)
?	/	Nn1c(Cc2cccc3ccccc23)nnc1SCC(=O)NCC1CCCO1 (stereo unspecified)
27%	33	COc1ccccc1NC(=O)CSc1nnc(Cc2cccs2)n1C
?	/	CCc1cccc(NS(=O)(=O)c2ccc3c(c2)N(C)CCO3)c1
i	/	O=C(NCCN1C(=O)S/C(=C\c2cccnc2)C1=O)C1=NN(c2ccccc2)C(=O)CC1
?	/	CCOCCCNS(=O)(=O)c1ccc(NC(=O)c2ccc([N+](=O)[O-])cc2Cl)cc1
?	/	O=C(OCC1OC(n2ccc(=O)[nH]c2=O)C(O)C1OC(=O)c1ccccc1)c1ccccc1 (stereo unspecified)
?	/	COc1ccc(CCNC(=O)C2CCN(S(=O)(=O)c3ccc(C)cc3)CC2)cc1
16%	-16	Cn1c(NNC(=O)CCC2CCCCC2)cc(=O)n(C)c1=O
?	/	COc1cc(NC(=O)c2cc(-c3cccnc3)nc3ccc(Br)cc23)cc(OC)c1
?	/	COc1ccc(C(=O)OCC(=O)NCCCc2ccccc2)cc1[N+](=O)[O-]
i	17	CCOC(=O)c1ccc(NCc2cccnc2)cc1
1%	-30	CCOc1ccccc1NC(=O)c1csc(C)c1C

(more compounds)
Lipid storage S3	Lipid storage S3 cell count max	SMILES
4%	2	O=C(CCC(=O)OCC(=O)c1ccccc1)Nc1cccc(Cl)c1
?	/	COCCNC(=S)N1CCc2cc(OC)c(OC)cc2C1COc1ccc(C(C)C)cc1 (stereo unspecified)
?	/	Cc1c(C#N)c2ccccc2n1CC(=O)N1CCCC1
?	/	COc1cc(C(NC(C)=O)NC(C)=O)ccc1OCc1ccccc1
i	/	COc1ccc(NC(=O)c2cc(CC(C)C)on2)cc1OC
?	/	O=C(Nc1nc2ccccc2s1)C1CCN(C(=O)c2ccco2)CC1
10%	-16	Cc1nc(-c2ccc3c(c2)OCCO3)cs1
8%	7	COc1ccc(C2OCC3(O)C(c4ccc(OC)c(OC)c4)OCC23)cc1OC (stereo unspecified)
?	/	COc1cc(/C(=C/c2ccccc2)c2ccccc2)c2c(c1)oc1ccccc12
?	/	COc1ccc2c(c1)c(/C=N/Nc1nc3ccccc3[nH]1)c(C)n2C
?	/	Cc1cc(C)c(O)c(-c2n[nH]c3c2C(c2cccc(O)c2)N(Cc2ccco2)C3=O)c1 (stereo unspecified)
-6%	14	Cc1ccc(Cn2ccc(NC(=O)c3nn(C)cc3Cl)n2)cc1
-8%	16	Cc1ccc(S(=O)(=O)NN2C(=O)/C(=C/c3cccnc3)SC2=S)cc1
?	/	CCCCC(CCC(=O)O)(C(=O)OCC)c1csc(N)n1 (stereo unspecified)
?	/	Cn1c(NCCCN2CCOCC2)nc2c1c(=O)n(Cc1ccc(Cl)c(Cl)c1)c(=O)n2C
?	/	CCOc1ccccc1NC(=S)NC(=O)C1CCCCC1
-23%	1	COc1ccc(S(=O)(=O)N2CCN(C(=O)N3CCOCC3)C2C)cc1 (stereo unspecified)
4%	1	COc1ccc(NC(=O)COC(=O)CNS(=O)(=O)c2ccc(F)c(F)c2F)cc1OC
7%	15	O=C(NCc1ccc(-c2csnn2)cc1)C1CC1
?	/	O=C(CSc1nnc(CNc2cccc(C(F)(F)F)c2)n1Cc1ccco1)NCc1ccco1
-24%	0	Nc1nnc(SCC(=O)Nc2ccc(Cl)c(C(=O)O)c2)s1
?	/	Cc1cccc(N=c2c([N+](=O)[O-])nn(-c3ccc(Cl)cc3)n2O)c1
?	/	CCOc1ccc(NC(=O)CSc2ccc(-c3cccnc3)nn2)cc1
1%	-26	C=CCc1cc(Cl)ccc1OCCCn1ccnc1
i	4	Cc1noc(C)c1COc1ccc(C(=O)OCC(=O)N2CC3(C)CC2CC(C)(C)C3)cc1 (stereo unspecified)
?	/	Cc1cc2c(cc1S(=O)(=O)N1CCCC1)n(C)c(=O)c(=O)n2C
?	/	CCN(CC)c1ccc2cc(C(=O)NCc3ccc(F)cc3)c(=N)oc2c1
?	/	O=C(O)C1CC=CCC1C(=O)Nc1ccccc1C(=O)N1CCN(c2ccccc2)CC1 (stereo unspecified)
?	/	O=C(Cn1c(=O)oc2cc(S(=O)(=O)N3CCCC3)ccc21)N1CCN(c2ccccc2)CC1
-5%	-13	O=C(COc1ccccc1)Nc1nccs1
-17%	-4	CCOc1ccc(NS(=O)(=O)c2cc(C(=O)NCC3CCCO3)ccc2Cl)cc1 (stereo unspecified)
9%	-11	Cn1c(SCC(=O)NC2CCCC2)nc2c(c1=O)SCC2
?	/	CCOC(=O)Cc1nnc(NC(=O)CSc2nnc3c4ccccc4n(C)c3n2)s1

Random excerpt: four entries already listed
Lipid storage S3	Lipid storage S3 cell count max	SMILES
?	/	CCN(CC)c1ccc2cc(C(=O)NCc3ccc(F)cc3)c(=N)oc2c1
?	/	CCOC(=O)Cc1nnc(NC(=O)CSc2nnc3c4ccccc4n(C)c3n2)s1
-5%	-13	O=C(COc1ccccc1)Nc1nccs1
?	/	O=C(O)C1CC=CCC1C(=O)Nc1ccccc1C(=O)N1CCN(c2ccccc2)CC1 (stereo unspecified)
